Source: PubChem BioAssay (The Scripps Research Institute Molecular Screening Center)
GSTO1 counter = inhibitors of recombinant GSTO1, primary screen, counter-screen for RBBP9 inhibitor project, biochemical, fluorescence polarization; inhibition, % at 5.96 µM; AID 1974, 2009; hit rate 1.1% among 300,000; activity-based probe fluorescence polarization; Glutathione S-transferase omega-1 (Homo sapiens), P78417;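 active means inhibition above the campaign mean inhibition plus 3 SD, cut at about 35% in these data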;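 further: 0% = GSTO1-1 with DMSO and 100% = wells lacking GSTO1-1 enzyme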
Target sequence (P78417 whole entry, looked up): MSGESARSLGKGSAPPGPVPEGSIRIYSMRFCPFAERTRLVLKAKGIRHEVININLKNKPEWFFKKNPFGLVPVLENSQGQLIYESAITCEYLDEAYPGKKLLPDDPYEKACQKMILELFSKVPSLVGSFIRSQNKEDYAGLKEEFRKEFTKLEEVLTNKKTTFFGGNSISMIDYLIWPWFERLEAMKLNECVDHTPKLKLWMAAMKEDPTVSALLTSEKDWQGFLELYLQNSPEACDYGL
PAFAH2 inh = PAFAH2 enzyme inhibitors, primary screen, biochemical, fluorescence polarization, human. Platelet-activating factor acetylhydrolase 2, cytoplasmic (Homo sapiens), Q99487. hit rate 0.99% among 340,000. inhibition, % at 3.39 µM. recombinant PAFAH2, FP-rhodamine activity probe;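 active means inhibition above the mean over all tested compounds plus 3 SD, cut at about 30% in these data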;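 further: inhibitors block probe labeling of enzyme so polarization drops; 0% = enzyme with DMSO and 100% = wells lacking PAFAH2 protein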
PAD4 inh = human PAD4 inhibitors, primary screen, biochemical, fluorescence polarization, 1536-well format. recombinant PAD4, RCA probe fluorescence polarization. inhibition, % at 6.36 µM. hit rate 0.41% among 330,000;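 active means percent inhibition above a cutoff equal to the mean of all tested compounds plus 3 SD, cut at about 15% in these data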;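 further: 0% = PAD4 with RCA probe and DMSO and 100% = probe without PAD4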
LYPLA1 counter = LYPLA1 inhibitors, primary screen, counter-screen for PME1 inhibitor project, biochemical, fluorescence polarization, FP-Rh probe ABPP | AID 2174, 2009 | Acyl-protein thioesterase 1 (Homo sapiens), O75608 | recombinant LYPLA1 | hit rate 0.16% among 320,000 | inhibition, % at 5.9 µM;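 active means inhibition above the mean of all tested compounds plus 3 SD, set per campaign, cut at about 14% in these data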;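 further: inhibitors block serine hydrolase probe labeling of LYPLA1 so polarization falls; 0% = enzyme with DMSO and 100% = wells lacking LYPLA1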
Fam108B counter = mouse Fam108B serine hydrolase inhibitors, primary screen, counter-screen for RBBP9 inhibitor project, biochemical, fluorescence polarization; recombinant Fam108B, FP-Rh probe fluorescence polarization; inhibition, % at 9.51 µM; hit rate 0.33% among 300,000; AID 1947, 2009;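 active means inhibition above the screen mean inhibition plus 3 SD, computed separately per campaign, cut at about 18% in these data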;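 further: inhibitors lower polarization as less probe binds the enzyme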
PAFAH1B2 inh = PAFAH1B2 enzyme inhibitors, primary screen, biochemical, fluorescence polarization, human; recombinant PAFAH1B2, FP-rhodamine activity probe; inhibition, % at 3.39 µM; hit rate 1.2% among 340,000; AID 492953, 2010; Platelet-activating factor acetylhydrolase IB subunit alpha2 (Homo sapiens), P68402;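 active means inhibition above the mean of all tested compounds plus 3 SD, cut at about 24% in these data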;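 further: 0% = enzyme with DMSO and 100% = wells lacking PAFAH1B2; many of its hits are not listed in these tables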
Target sequence (P68402 whole entry, looked up): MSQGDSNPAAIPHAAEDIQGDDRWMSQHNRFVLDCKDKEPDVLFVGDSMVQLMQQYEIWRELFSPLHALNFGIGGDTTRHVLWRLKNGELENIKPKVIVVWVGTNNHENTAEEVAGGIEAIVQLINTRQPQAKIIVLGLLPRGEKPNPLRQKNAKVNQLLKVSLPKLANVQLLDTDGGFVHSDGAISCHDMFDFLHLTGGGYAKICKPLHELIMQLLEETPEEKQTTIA
PME-1 primary = PME-1 inhibitors via competitive probe labeling, primary screen, biochemical, fluorescence polarization, FP-Rh probe, HTS | inhibition, % at 5.9 µM | recombinant PME-1 | hit rate 0.53% among 320,000;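 active means inhibition above the campaign mean of all compounds plus 3 SD, cut at about 26% in these data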;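 further: competitive labeling of PME-1 active site by serine hydrolase directed probe; 0% = PME-1 with DMSO and 100% = wells lacking PME-1 enzyme; inhibitors block probe labeling so polarization falls and inhibition rises; many of its hits are not listed in these tables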
Target sequence (Q9Y570 whole entry, looked up): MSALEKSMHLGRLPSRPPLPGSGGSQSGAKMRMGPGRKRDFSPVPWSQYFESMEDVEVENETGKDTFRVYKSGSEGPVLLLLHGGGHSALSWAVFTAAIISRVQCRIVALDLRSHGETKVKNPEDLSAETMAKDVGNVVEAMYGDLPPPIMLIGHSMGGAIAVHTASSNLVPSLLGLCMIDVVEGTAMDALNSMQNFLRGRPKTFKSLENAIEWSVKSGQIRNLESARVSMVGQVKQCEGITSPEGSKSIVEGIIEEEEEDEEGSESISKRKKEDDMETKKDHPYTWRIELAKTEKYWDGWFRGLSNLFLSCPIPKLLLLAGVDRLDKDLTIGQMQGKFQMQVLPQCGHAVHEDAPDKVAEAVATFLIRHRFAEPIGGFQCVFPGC
pPAFAH FP inh = pPAFAH enzyme inhibitors, primary screen, biochemical, fluorescence polarization, human; Platelet-activating factor acetylhydrolase (Homo sapiens), Q13093; recombinant pPAFAH, FP-rhodamine probe fluorescence polarization; inhibition, % at 3.39 µM; hit rate 1.5% among 330,000; AID 463082, 2010;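 active means inhibition above the mean inhibition across the screen plus 3 SD, cut at about 25% in these data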;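 further: inhibitors block binding of the rhodamine activity-based probe so polarization drops; 0% = enzyme with DMSO and 100% = wells lacking pPAFAH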
PAFAH1B3 inh = PAFAH1B3 enzyme inhibitors, primary screen, biochemical, fluorescence polarization, human; Platelet-activating factor acetylhydrolase IB subunit alpha1 (Homo sapiens), Q15102; recombinant PAFAH1B3, FP-rhodamine probe; inhibition, % at 3.39 µM; hit rate 0.28% among 340,000;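 active means inhibition above the screen-wide average of all tested compounds plus 3 SD, cut at about 25% in these data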;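 further: 0% = enzyme with DMSO only and 100% = wells lacking PAFAH1B3 protein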
* hit, by the source's call; · = no result given. This is a subset; count on the stated rates, not on these rows.

SMILES | GSTO1 counter | PAFAH2 inh | PAD4 inh | LYPLA1 counter | Fam108B counter | PAFAH1B2 inh | PME-1 primary | pPAFAH FP inh | PAFAH1B3 inh
CC(=O)c1cccc(NC(=O)Cn2nc(-c3ccccc3Cl)ccc2=O)c1 | -1 | -7 | 1 | -1 | -3 | 2 | 2 | 6 | 4
Cc1noc(C)c1S(=O)(=O)N(C)C[C@H]1Oc2ccc(NC(=O)NC(C)C)cc2C(=O)N([C@H](C)CO)C[C@@H]1C | · | 9 | -5 | · | · | 7 | · | -3 | -7
CCN1C(=O)c2ccc(C(=O)NCc3ccco3)cc2C1=O | 4 | 1 | 2 | -5 | 1 | 5 | -3 | -1 | 4
COc1ccc(-n2c(SCC(=O)NNC(=O)c3ccccc3C)nnc2-c2ccncc2)cc1 | 3 | -1 | 1 | 0 | 0 | 2 | 2 | 7 | 6
Cc1cc(NCc2ccccn2)ccc1Br | -8 | -13 | 3 | 3 | 5 | 2 | -4 | 2 | 2
CC(C)Cn1c(-c2csc(C(C)C)c2)n[nH]c1=S | -1 | · | 2 | 5 | 4 | · | 6 | 1 | ·
Cc1ccc2c(c1)C(c1ccccc1)CC(=O)O2 (centres undefined) | -4 | -7 | -2 | 3 | -1 | 8 | 0 | 0 | 4
COc1ccc(N2CCN(CCCNC(=O)Nc3ccccc3)CC2)cc1 | 3 | -7 | -3 | -1 | -2 | 5 | -5 | -8 | 3
OC(CNCCc1ccc(Cl)cc1)COc1cc(Cl)ccc1Cl (centres undefined) | -5 | -8 | -3 | 4 | 1 | 9 | -4 | 4 | -2
CCOC(=O)C1C(=O)OC2(CCOC(C)(C)C2)C1C(=O)OCC (centres undefined) | 2 | -1 | -5 | 1 | 5 | 1 | -8 | -2 | 6
O=C(Nc1ccnn1C1CCN(C(=O)Cc2ccccc2F)CC1)C1CC1 | -9 | -4 | 3 | 3 | 3 | 2 | 7 | 2 | -5
CN(C)C(CNC(=O)c1ccc(S(=O)(=O)NCc2ccco2)cc1)c1ccccc1 (centres undefined) | 0 | -2 | -1 | -1 | 1 | -5 | 1 | -1 | 7
CC(=O)N1CCC(C(=O)OCc2ccc(Cl)cc2)(c2ccccc2)CC1 | -3 | -6 | -2 | -6 | 1 | 8 | 1 | 6 | 6
CC1(c2ccccc2)NC(=O)N(CC(=O)Nc2cc3c(cc2Br)OCCO3)C1=O (centres undefined) | -4 | 1 | 4 | -2 | 1 | 1 | 0 | 1 | 6
NS(=O)(=O)c1ccc(NC(=O)COc2ccc(C(=O)c3ccc(F)cc3)cc2)cc1 | -7 | -38 | -6 | -21 | -38 | -13 | -52 | -6 | -16
CCNc1nc(N)c(C(=O)c2ccc(Cl)s2)s1 | 4 | -1 | -2 | 2 | 5 | -5 | 14 | 16 | 0
CC(C)C(c1nnnn1C1CCCCC1)N1CCc2ccccc21 (centres undefined) | 2 | -3 | 2 | 0 | 6 | 13 | 2 | 1 | 2
CC1CCCCN1C(=O)COC(=O)C1CCN(S(=O)(=O)c2ccc(Cl)c(C(F)(F)F)c2)CC1 (centres undefined) | 7 | 2 | -2 | 0 | -2 | 7 | -6 | -1 | 0
COCc1cc(C)nc(SCc2ccccc2)c1C#N | -5 | 5 | -3 | -4 | 4 | 6 | -6 | 3 | 3
Cc1ccc(N2C(=O)C(Cl)=C(N3CCN(C)CC3)C2=O)c(C)c1 | 8 | 3 | -3 | -4 | 6 | -3 | 4 | -4 | -1
Cc1onc(-c2ccccc2)c1C(=O)N/N=C/c1cccs1 | 9 | · | 0 | 1 | -1 | · | 3 | -1 | ·
CC1CCN(C(=O)CN(c2ccccc2)S(=O)(=O)N(C)C)CC1 | 1 | 3 | -2 | -5 | 3 | 5 | -2 | -3 | -1
Cc1c(C(=O)Nc2ccncc2)sc2nc(-c3ccc(F)cc3)cn12 | -7 | -4 | -3 | -4 | -2 | -2 | -18 | 2 | 0
O=C(Cc1ccc(F)cc1)N1CCN=C1SCc1cccc([N+](=O)[O-])c1 | 7 | 0 | -2 | 2 | 0 | 0 | 9 | 7 | 7
CCC1CCCCN1C(=O)CCn1c(=O)oc2ccccc21 (centres undefined) | 5 | 5 | 3 | 1 | -3 | 4 | -7 | 3 | -1
CCOc1cc(-c2sc(Nc3ccccc3)n[n+]2C)ccc1OC | 2 | 0 | 6 | 2 | 4 | -2 | 0 | -1 | 0
O=C(COC(=O)c1cc(=O)[nH]c2ccccc12)NC1CCCCCCC1 | 5 | 12 | -3 | -3 | 0 | 6 | 0 | 5 | 2
CCC(C)n1c(-c2cc(OC)c(OC)c(OC)c2)nc2nc3ccccc3nc21 (centres undefined) | 2 | · | -2 | 4 | 0 | · | -3 | 5 | ·
N#Cc1ccc(C23OCCN2CCn2c3c3ccccc3[n+]2[O-])cc1 (centres undefined) | · | 0 | 2 | · | · | 0 | · | 3 | 7
COc1ccc(C(=O)N2CCc3[nH]nc(-c4ccccc4)c3C2)cc1 | -10 | -3 | 2 | 2 | -2 | 0 | -1 | -4 | 3
CC(=O)c1c(C)[nH]c(=S)c(C#N)c1-c1ccc(F)cc1 | 13 | 0 | -1 | 1 | -2 | 5 | -1 | -7 | 3
N#Cc1ccc(CN2C(=O)NC3(CCCCCC3)C2=O)cc1 | -3 | -8 | 1 | -1 | 1 | 5 | -5 | 4 | 5
COC(=O)C(C)N=Cc1ccccc1 (centres undefined) | 2 | 1 | -2 | 3 | 0 | -1 | 4 | 0 | 0
CSc1scc2c1-c1nc(SCC(=O)C(C)(C)C)ncc1CC2 | 0 | 4 | -2 | -1 | -2 | 6 | 0 | -3 | 1
CCOc1cccc(N2C(=O)CC(n3cnc4ccccc43)C2=O)c1 (centres undefined) | -2 | -6 | 0 | -1 | 0 | -3 | 2 | -1 | 4
COc1cc(C(=S)N2CCOCC2)ccc1O | 3 | 3 | 0 | -1 | -2 | 2 | 1 | 2 | -5
O=C(O)c1ccccc1-c1ccccc1C(=O)NCc1ccccc1Cl | 11 | 1 | -1 | 1 | -2 | 5 | 0 | 0 | 1
O=C(/C=C/c1ccc(Cl)cc1)NC(=S)Nc1ccc(CN2CCOCC2)cc1 | -6 | 0 | -2 | 1 | -7 | 2 | 0 | 0 | 5
CCSc1nnc(-c2ccc(S(=O)(=O)N3CCOCC3)cc2)n1CC1CCCO1 (centres undefined) | 1 | 5 | -1 | 0 | -4 | 2 | -1 | 1 | 0
OC(C#CCN1CCOCC1)(c1ccccc1)C1CCCCC1 (centres undefined) | -8 | 7 | 2 | 4 | -2 | -1 | -2 | 2 | 1
Cc1cc(C)c2[nH]c(=O)c(C(c3nnnn3CC3CCCO3)N3CCC(C)CC3)cc2c1 (centres undefined) | -4 | 3 | -5 | 3 | -4 | 1 | 6 | 4 | 9
O=C(Nc1ccc2oc(-c3ccccc3)nc2c1)c1ccncc1 | -8 | -9 | -3 | -7 | -3 | -3 | -11 | 4 | 2
COc1ccccc1Nc1ncnc2c1c(C)c(C)n2CCCN(C)C | 5 | -3 | -2 | 3 | 1 | -5 | 0 | 4 | -5
O=C(COC(=O)c1ccc[n+]([O-])c1)Nc1c(Br)cc([N+](=O)[O-])cc1Br | 12 | · | 2 | 0 | -1 | · | -2 | 6 | ·
O=C(NCCc1ccccn1)c1nc(Cn2cc(Br)cn2)no1 | -1 | -2 | -6 | 0 | 1 | -7 | -5 | 3 | -1
O=C1CCCC(O)=C1C(C#Cc1ccccc1)C1=C(O)CCCC1=O | 26 | -4 | 1 | 3 | 6 | 2 | 8 | 23 | 14
CC(=O)c1cc(-c2ccccc2)n(CCC(=O)NCc2cccs2)c1C | 4 | 0 | -4 | -4 | -1 | 0 | -5 | 16 | 5
O=C(CNC(=O)c1ccccc1)N/N=C/c1ccccc1Cl | 0 | 1 | -5 | 0 | -5 | 3 | -4 | 1 | 2
Cc1nc(SCC(=O)NC2CCS(=O)(=O)C2)c2c(C)c(C)sc2n1 (centres undefined) | · | 9 | -3 | 1 | · | 1 | 0 | 0 | 1
CC(=O)Nc1cccc(NC(=O)C(=O)NCC(c2ccco2)N2CCc3ccccc32)c1 (centres undefined) | -2 | -3 | -8 | -2 | 3 | 1 | 4 | 10 | 9
Cc1cc(C)n(-c2c(F)c(F)c(CN3CCCCC3)c(F)c2F)n1 | 3 | -1 | 0 | 0 | -3 | -1 | -3 | 3 | -1
CC1=C(C#N)C(=O)OC(C)(C)C1 | 7 | 8 | 47* | 14 | 12 | 6 | 14 | 15 | 12
Cc1c(C(=O)O)nn(-c2ccccc2)c(=O)c1C#N | 2 | -2 | -4 | 0 | -2 | 2 | -1 | -2 | 3

In another format: 10 of the compounds above
SMILES	GSTO1 counter	PAFAH2 inh	PAD4 inh	LYPLA1 counter	Fam108B counter	PAFAH1B2 inh	PME-1 primary	pPAFAH FP inh	PAFAH1B3 inh
O=C(COC(=O)c1ccc[n+]([O-])c1)Nc1c(Br)cc([N+](=O)[O-])cc1Br	12	·	2	0	-1	·	-2	6	·
O=C(NCCc1ccccn1)c1nc(Cn2cc(Br)cn2)no1	-1	-2	-6	0	1	-7	-5	3	-1
O=C1CCCC(O)=C1C(C#Cc1ccccc1)C1=C(O)CCCC1=O	26	-4	1	3	6	2	8	23	14
CC(=O)c1cc(-c2ccccc2)n(CCC(=O)NCc2cccs2)c1C	4	0	-4	-4	-1	0	-5	16	5
O=C(CNC(=O)c1ccccc1)N/N=C/c1ccccc1Cl	0	1	-5	0	-5	3	-4	1	2
Cc1nc(SCC(=O)NC2CCS(=O)(=O)C2)c2c(C)c(C)sc2n1 (centres undefined)	·	9	-3	1	·	1	0	0	1
CC(=O)Nc1cccc(NC(=O)C(=O)NCC(c2ccco2)N2CCc3ccccc32)c1 (centres undefined)	-2	-3	-8	-2	3	1	4	10	9
Cc1cc(C)n(-c2c(F)c(F)c(CN3CCCCC3)c(F)c2F)n1	3	-1	0	0	-3	-1	-3	3	-1
CC1=C(C#N)C(=O)OC(C)(C)C1	7	8	47*	14	12	6	14	15	12
Cc1c(C(=O)O)nn(-c2ccccc2)c(=O)c1C#N	2	-2	-4	0	-2	2	-1	-2	3
